Myeloid diff 2: induction of myeloid progenitor differentiation, primary screen, cell-based, flow cytometry, MLPCN library; ER-HoxA9 myeloid progenitors, lysozyme-GFP differentiation; calls only at 10 µM; 360,000 tested, 1% active;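 active = normalized GFP-positive differentiation at or above the plate's own cutoff, the solvent-only control mean plus 3 SD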;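 also: cells exposed to compound for four days before flow analysis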
Siah-1 displacement: Siah-1 peptide-binding antagonists, primary screen, biochemical, fluorescence polarization, rhodamine-plectin, uHTS (AID 1817); E3 ubiquitin-protein ligase SIAH1 (Homo sapiens); Siah-1 / rhodamine-plectin peptide fluorescence polarization; higher % means a stronger effect; displacement, % at 20 µM, or IC50 in µM where a hit was titrated; 290,000 tested, 0.02% active;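 active = displacement of at least 50% at 20 µM, with a fluorescence ratio check between 0.3 and a set limit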;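 also: plate controls were Siah plus tracer with DMSO for no effect and tracer alone without Siah for full effect; strong numbers were not always called active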
GPR55 antagonists: GPR55 antagonists blocking LPI-driven arrestin recruitment, primary screen, imaging, U2OS, beta-arrestin-GFP, LPI agonist (AID 2013); U2OS GPR55 beta-arrestin-GFP translocation imaging, LPI antagonism; higher % means a stronger effect; 290,000 tested, 0.13% active; inhibition, % at 10 µM, or IC50 in µM where a hit was titrated; G-protein coupled receptor 55 (Homo sapiens);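 active = spots per cell inhibited over 60%, with over 100 cells counted and total cytoplasm intensity under 500,000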;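 also: U2OS cells stably carrying GPR55 and arrestin-GFP stimulated by 5 µM LPI near EC80; imaged beta-arrestin-GFP aggregate spots per cell after agonist stimulation; plate controls were LPI-stimulated DMSO wells for no effect and DMSO wells without LPI for full effect; some results filed as inactive read as strong as hits; confirmed hits need IC50 under 10 µM and bright autofluorescent wells are also inconclusive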
LYP inhibition: inhibitors of LYP phosphatase, biochemical, fluorescence intensity, uHTS (AID 1779) | Tyrosine-protein phosphatase non-receptor type 22 (Homo sapiens) | inhibition, % at 11.5 µM; hits with a dose series show IC50 in µM | 290,000 tested, 0.054% active | recombinant LYP phosphatase, fluorescence intensity; higher % means a stronger effect; in the data active = inhibition above about 50%;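 also: plate controls were vehicle with enzyme for no effect and no enzyme for full effect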
HIV fusion peptide: inhibitors of HIV fusion peptide binding, primary screen, biochemical, uHTS, fluorescence dequenching (AID 1986); cell-free peptide binding, fluorescence dequenching, 30 min; higher % means a stronger effect; inhibition, % at 20 µM, or IC50 in µM where a hit was titrated; 290,000 tested, 0.3% active; in the data active = inhibition mostly above about 52%, no sharp cut-off; inactive = mostly below about 76%; also: some results filed as inactive read as strong as hits
PhoP inhibition: inhibitors of PhoP regulon expression, primary screen, Salmonella Typhimurium, GFP reporter (AID 1863); S. Typhimurium PhoP-regulated promoter GFP reporter, 4 h; higher % means a stronger effect; inhibition, % at 50 µM, or IC50 in µM where a hit was titrated; 300,000 tested, 0.16% active;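 active = inhibition over 29.93%, a cutoff 3 SD above the screen mean, later confirmed by dose response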;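 also: 0% = low Mg2+ inducing control and 100% = high Mg2+ repressing control; strong numbers were not always called active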
NTR1 agonist: agonists of NTR1, primary screen, imaging, U2OS cells, beta-arrestin-GFP, high content (AID 493036); Neurotensin receptor type 1 (Homo sapiens), P30989; NTR1-U2OS beta-arrestin-GFP spot imaging, agonist mode; activation, % at 20 µM; 330,000 tested, 0.17% active;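 active = activation at or above 40% of the spot to cytoplasm intensity ratio, with at least 20 cells analyzed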;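 also: 0% = DMSO without peptide and 100% = 100 nM NTR1 peptide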
Target sequence (P30989 whole entry, looked up): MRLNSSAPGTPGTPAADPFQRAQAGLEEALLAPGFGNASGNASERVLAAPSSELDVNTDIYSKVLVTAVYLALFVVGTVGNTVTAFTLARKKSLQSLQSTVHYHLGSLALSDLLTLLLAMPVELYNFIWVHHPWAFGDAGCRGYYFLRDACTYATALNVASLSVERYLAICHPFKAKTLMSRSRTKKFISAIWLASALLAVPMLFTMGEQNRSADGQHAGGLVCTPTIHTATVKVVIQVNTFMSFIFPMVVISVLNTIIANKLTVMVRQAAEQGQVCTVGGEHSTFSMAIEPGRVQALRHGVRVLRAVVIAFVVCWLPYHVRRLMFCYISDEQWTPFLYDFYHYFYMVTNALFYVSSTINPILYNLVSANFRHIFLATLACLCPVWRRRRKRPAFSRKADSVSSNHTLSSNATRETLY
MgcRacGAP inhibition: MgcRacGAP GTPase-activating activity inhibitors, confirmation, biochemical, ADP Hunter fluorescence. Rac GTPase-activating protein 1 (Homo sapiens). MgcRacGAP-stimulated Rac1 GTP hydrolysis, ADP Hunter fluorescence; higher % means a stronger effect; GST-tagged Rac1 F28L mutant substrate. one-dose inhibition, % at 30 µM; IC50 in µM for titrated hits. 340,000 tested, 0.6% active. AID 624330, 2012;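 active = first-screen hits whose inhibition reached a set limit at any dose in the follow-up dose series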;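 also: fluorescence reports GDP produced by GAP-driven GTP hydrolysis; strong numbers were not always called active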
GPR35 antagonists: GPR35 antagonists blocking zaprinast-driven arrestin recruitment, primary screen, imaging, U2OS, beta-arrestin-GFP, zaprinast agonist (AID 2058); G-protein coupled receptor 35 (Homo sapiens); U2OS GPR35 beta-arrestin-GFP translocation imaging, zaprinast antagonism; higher % means a stronger effect; inhibition, % at 10 µM; hits with a dose series show IC50 in µM; 290,000 tested, 0.052% active;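 active = inhibition of at least 50% with at least 30 cells and total cytoplasm GFP at most 10,000,000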
NTR1 agonist cell count 20 µM: further read-out of NTR1 agonist, marked with its call; cell count; measured here: cell count, cytotoxicity flag
Myeloid diff 2 GFP+ MAC1+ %: recorded beside Myeloid diff 2, whose call it bears; GFP+ MAC1+ double positive, %; measured here: differentiation confirmed by MAC1 staining
The depositor's hits bear a star.

What do the screens show for `COc1ccc(-c2noc(N3CCCC(C(=O)Nc4ccc(C(C)=O)cc4)C3)n2)cc1` (centres undefined)?
Myeloid diff 2: inactive; Siah-1 displacement: -2.1%; GPR55 antagonists: 5.0%; LYP inhibition: -11.5%; HIV fusion peptide: -1.5%; PhoP inhibition: 3.3%; NTR1 agonist: 0.8; MgcRacGAP inhibition: 11.0%; GPR35 antagonists: -4.2%; NTR1 agonist cell count 20 µM: 45; Myeloid diff 2 GFP+ MAC1+ %: 2.1

Results for COc1ccc(NC(=O)Nc2cccs2)cc1OC ?
Myeloid diff 2: inactive; Siah-1 displacement: 0.6%; GPR55 antagonists: 15.5%; LYP inhibition: -5.5%; HIV fusion peptide: 1.7%; PhoP inhibition: -7.6%; NTR1 agonist: 0.5; MgcRacGAP inhibition: 7.0%; GPR35 antagonists: 28.9%; NTR1 agonist cell count 20 µM: 53; Myeloid diff 2 GFP+ MAC1+ %: 1.9

Results for Cc1cc(C)c(S(=O)(=O)c2ccccc2)c(N(C)C)n1 ?
Myeloid diff 2: inactive; Siah-1 displacement: 3.1%; GPR55 antagonists: 19.5%; LYP inhibition: -4.3%; HIV fusion peptide: -2.7%; PhoP inhibition: -1.7%; NTR1 agonist: 1.7; MgcRacGAP inhibition: 9.0%; GPR35 antagonists: 8.4%; NTR1 agonist cell count 20 µM: 43; Myeloid diff 2 GFP+ MAC1+ %: 0.9

Results for COc1ccc(NC(=O)c2ccco2)c2ccccc12 ?
Myeloid diff 2: inactive; Siah-1 displacement: 7.1%; GPR55 antagonists: -6.6%; LYP inhibition: -7.8%; HIV fusion peptide: 0.7%; PhoP inhibition: -6.7%; NTR1 agonist: 0.4; MgcRacGAP inhibition: 5.4%; GPR35 antagonists: 1.7%; NTR1 agonist cell count 20 µM: 65; Myeloid diff 2 GFP+ MAC1+ %: 0.5

How did CN(/N=C/c1ccccc1O)C(=S)c1ccccc1 do in these assays?
Myeloid diff 2: inactive; Siah-1 displacement: -1.1%; GPR55 antagonists: 2.0%; LYP inhibition: -5.4%; HIV fusion peptide: -0.3%; PhoP inhibition: -3.7%; NTR1 agonist: 0.2; MgcRacGAP inhibition: 13.5%; GPR35 antagonists: -5.8%; NTR1 agonist cell count 20 µM: 54; Myeloid diff 2 GFP+ MAC1+ %: 0.6

Results for CCNC(=S)Nc1cc(OC)c(NC(=O)c2ccco2)cc1OC ?
Myeloid diff 2: inactive; Siah-1 displacement: 2.3%; GPR55 antagonists: 7.1%; LYP inhibition: -2.1%; HIV fusion peptide: -1.5%; PhoP inhibition: 6.8%; NTR1 agonist: 0.7; MgcRacGAP inhibition: 4.4%; GPR35 antagonists: 11.6%; NTR1 agonist cell count 20 µM: 47; Myeloid diff 2 GFP+ MAC1+ %: 0.0

How did O=C(COC(=O)C1=COCCO1)NC1CCCCC1 do in these assays?
Myeloid diff 2: inactive; PhoP inhibition: -0.7%; NTR1 agonist: -1.2; MgcRacGAP inhibition: -1.1%; NTR1 agonist cell count 20 µM: 67; Myeloid diff 2 GFP+ MAC1+ %: 1.1

What do the screens show for `C/C(=N\NC(=O)CSCc1ccccc1Cl)c1cc(O)ccc1O`?
Myeloid diff 2: inactive; Siah-1 displacement: -3.6%; GPR55 antagonists: -1.3%; LYP inhibition: -3.5%; HIV fusion peptide: -2.1%; PhoP inhibition: 4.6%; NTR1 agonist: 1.6; MgcRacGAP inhibition: 24.3µM*; GPR35 antagonists: -7.2%; NTR1 agonist cell count 20 µM: 40; Myeloid diff 2 GFP+ MAC1+ %: 0.4

How did COc1ccc(CCNCC(=O)Nc2ccc(C)c(Br)c2)cc1OC do in these assays?
Myeloid diff 2: inactive; Siah-1 displacement: 0.8%; GPR55 antagonists: -6.9%; LYP inhibition: -7.9%; HIV fusion peptide: -0.6%; PhoP inhibition: 12.9%; NTR1 agonist: 0.8; MgcRacGAP inhibition: 22.6%; GPR35 antagonists: -17.1%; NTR1 agonist cell count 20 µM: 71; Myeloid diff 2 GFP+ MAC1+ %: 0.6

What do the screens show for `CC(=O)N(Cc1cccs1)Cc1cc2ccc(C)c(C)c2nc1Cl`?
Myeloid diff 2: inactive; Siah-1 displacement: -2.6%; GPR55 antagonists: 0.6%; LYP inhibition: 1.4%; HIV fusion peptide: -0.6%; PhoP inhibition: -5.8%; NTR1 agonist: 7.2; MgcRacGAP inhibition: -5.2%; GPR35 antagonists: 10.3%; NTR1 agonist cell count 20 µM: 50; Myeloid diff 2 GFP+ MAC1+ %: 0.9

What do the screens show for `CCc1cccc(NS(=O)(=O)c2ccc(-n3cccn3)cc2)c1`?
Myeloid diff 2: inactive; Siah-1 displacement: 4.0%; GPR55 antagonists: 0.3%; LYP inhibition: -10.2%; HIV fusion peptide: -0.6%; PhoP inhibition: 2.2%; NTR1 agonist: 2.2; MgcRacGAP inhibition: 9.0%; GPR35 antagonists: -4.5%; NTR1 agonist cell count 20 µM: 61; Myeloid diff 2 GFP+ MAC1+ %: 0.4

What do the screens show for `O=C(CC1NCCNC1=O)Nc1ccc([N+](=O)[O-])cc1` (centres undefined)?
Myeloid diff 2: inactive; Siah-1 displacement: 2.4%; GPR55 antagonists: 3.0%; LYP inhibition: -5.9%; HIV fusion peptide: 2.0%; PhoP inhibition: -8.6%; NTR1 agonist: -1.2; GPR35 antagonists: 10.6%; NTR1 agonist cell count 20 µM: 58; Myeloid diff 2 GFP+ MAC1+ %: 0.1

Results for COc1cc(C(C(=O)NC2CCCC2)N(C(=O)c2ccco2)c2ccccc2C(C)=O)cc(OC)c1OC (centres undefined) ?
Myeloid diff 2: inactive; Siah-1 displacement: -9.5%; GPR55 antagonists: 1.6%; LYP inhibition: -6.0%; HIV fusion peptide: -1.4%; PhoP inhibition: 16.0%; NTR1 agonist: 1.1; MgcRacGAP inhibition: 4.6%; GPR35 antagonists: 21.0%; NTR1 agonist cell count 20 µM: 60; Myeloid diff 2 GFP+ MAC1+ %: 0.7

How did CCN1CCN(C(=S)Nc2cccc([N+](=O)[O-])c2)CC1 do in these assays?
Myeloid diff 2: inactive; Siah-1 displacement: -9.0%; GPR55 antagonists: -0.3%; LYP inhibition: -3.7%; HIV fusion peptide: 0.1%; PhoP inhibition: 0.8%; NTR1 agonist: -1.6; MgcRacGAP inhibition: 5.6%; GPR35 antagonists: -5.8%; NTR1 agonist cell count 20 µM: 56; Myeloid diff 2 GFP+ MAC1+ %: 0.6

Results for CCn1nc(C)c(CN2CCC(n3nccc3NC(=O)c3ccccc3OC)CC2)c1C ?
Myeloid diff 2: inactive; Siah-1 displacement: 2.8%; GPR55 antagonists: -1.2%; LYP inhibition: -8.7%; HIV fusion peptide: 0.6%; PhoP inhibition: -1.8%; NTR1 agonist: 1.5; MgcRacGAP inhibition: 6.9%; GPR35 antagonists: -2.6%; NTR1 agonist cell count 20 µM: 60; Myeloid diff 2 GFP+ MAC1+ %: 0.5

How did N#CC1(NC(=O)COC(=O)c2cc(O)c3ccccc3c2O)CCCCC1 do in these assays?
Myeloid diff 2: active; PhoP inhibition: -4.2%; NTR1 agonist: -0.1; MgcRacGAP inhibition: 0.2%; NTR1 agonist cell count 20 µM: 59; Myeloid diff 2 GFP+ MAC1+ %: 2.4*

How did Cc1[nH]c(=S)[nH]c(=O)c1CCC1OCCO1 do in these assays?
Myeloid diff 2: inactive; Siah-1 displacement: 0.1%; GPR55 antagonists: 1.5%; LYP inhibition: 0.0%; HIV fusion peptide: -0.1%; PhoP inhibition: -0.3%; NTR1 agonist: -0.1; MgcRacGAP inhibition: 7.7%; GPR35 antagonists: -2.3%; NTR1 agonist cell count 20 µM: 72; Myeloid diff 2 GFP+ MAC1+ %: 0.3

How did Cc1ccc(C(=O)Nc2ccc(NC(=O)c3ccc(C)o3)cc2)o1 do in these assays?
Myeloid diff 2: inactive; Siah-1 displacement: 2.2%; GPR55 antagonists: -13.8%; LYP inhibition: -3.3%; HIV fusion peptide: -1.0%; PhoP inhibition: 2.9%; NTR1 agonist: 1.4; MgcRacGAP inhibition: 4.0%; GPR35 antagonists: -1.7%; NTR1 agonist cell count 20 µM: 60; Myeloid diff 2 GFP+ MAC1+ %: 0.3

What do the screens show for `O=C(NC(=O)c1ccc(F)cc1)Nc1nc(-c2cccs2)cc(C(F)(F)F)n1`?
Myeloid diff 2: inactive; Siah-1 displacement: -3.4%; GPR55 antagonists: 5.1%; LYP inhibition: -0.8%; HIV fusion peptide: 0.2%; PhoP inhibition: -0.7%; NTR1 agonist: 6.5; MgcRacGAP inhibition: 3.4%; GPR35 antagonists: 7.6%; NTR1 agonist cell count 20 µM: 105; Myeloid diff 2 GFP+ MAC1+ %: 2.3

How did COc1ccc(NC(=O)c2cc(S(=O)(=O)N3CCOCC3)cn2C)c(OC)c1 do in these assays?
Myeloid diff 2: inactive; Siah-1 displacement: -3.3%; GPR55 antagonists: 2.5%; LYP inhibition: 1.1%; HIV fusion peptide: 0.4%; NTR1 agonist: 0.1; MgcRacGAP inhibition: 8.0%; GPR35 antagonists: 0.6%; NTR1 agonist cell count 20 µM: 54; Myeloid diff 2 GFP+ MAC1+ %: 4.4

What do the screens show for `CCOCCCn1c(C)nc2c(c1=O)c1nc3ccccc3nc1n2-c1ccc2c(c1)OCCO2`?
Siah-1 displacement: 7.3%; GPR55 antagonists: 7.2%; LYP inhibition: -5.6%; HIV fusion peptide: 1.5%; PhoP inhibition: -5.5%; NTR1 agonist: 0.1; GPR35 antagonists: 6.9%; NTR1 agonist cell count 20 µM: 50

What do the screens show for `CC(=O)NCCNC(=O)c1ccc2c(c1)S(=O)(=O)c1ccccc1C2=O`?
Myeloid diff 2: inactive; Siah-1 displacement: -6.8%; GPR55 antagonists: 3.4%; LYP inhibition: -5.2%; HIV fusion peptide: -2.0%; PhoP inhibition: 4.1%; NTR1 agonist: -1.0; MgcRacGAP inhibition: 9.1%; GPR35 antagonists: 10.1%; NTR1 agonist cell count 20 µM: 48; Myeloid diff 2 GFP+ MAC1+ %: 2.2

Screening results from PubChem.
